Screens deposited in PubChem by Vanderbilt High Throughput Screening Facility.
Cav3 T inh: blocks human Cav3.2 T-type calcium channel. B-score at 10 µM. AID 449739. Cav3.2-expressing cells, Fluo-4 calcium fluorescence FDSS; stronger effect = lower value. O95180. 100,000 tested, 4% active;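 active = single-dose well whose peak fluorescence ratio is a statistical outlier from its plate by either plate-standardised score or position-corrected B-score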
An asterisk follows results filed as active.

SMILES | Cav3 T inh
Cc1cc(Br)c2[nH]c3c(c2c1)CCCC3=O | -0.522
CSc1nc(Sc2ccccc2)c2ccccc2n1 | 0.43
CCOc1ccc2c(C)cc(=O)oc2c1OCC | 0.439
COc1cc(C(=O)Nc2cc(-c3nc4cc(C)ccc4o3)ccc2C)cc(OC)c1OC | -1.16
CCOC(=O)c1c(N)sc(-c2ccccc2)c1C | -0.918
COCCn1nnnc1C(c1ccccn1)N1CCN(c2cccc(C)c2C)CC1 (stereo unspecified) | -0.0132
CC(NC(=O)c1ccc(N(C)C)cc1)C(c1cccs1)N1CCN(C)CC1 (stereo unspecified) | -0.265
COc1cc(C#N)ccc1OCC(=O)c1ccc2c(c1)OCCO2 | -0.26
CC(C)c1nnc(SCC(=O)NCCC2=CCCCC2)n1N | 0.626
CCCC(CCC)C(=O)NCCN1CCOCC1 | -0.191
FC(F)(F)c1nnc2ccc(-n3ccnc3)nn12 | -0.304
O=C(NCc1ccccc1Cl)C1CCN(S(=O)(=O)N2CCCCCC2)CC1 | 0.691
CC(C)c1cn(C2OC(COC(=O)c3ccccc3)C(OC(=O)c3ccccc3)C2OC(=O)c2ccccc2)c(=O)[nH]c1=O (stereo unspecified) | -1.02
CCCOc1ccc(/C=N/NC(=O)C2CCCN2S(=O)(=O)c2ccc(Cl)cc2)cc1 (stereo unspecified) | 0.816
O=C(NCCN1CCOCC1)C1(C(F)(F)F)C/C(=C\Cc2ccccc2)CCCO1 (stereo unspecified) | 1.25
COc1ccc(N(CC(=O)N2CCc3ccccc3C2)S(C)(=O)=O)cc1OC | 1.16
O=C(OCCCN1C(=O)c2ccccc2C1=O)c1ccco1 | -0.634
COC(=O)C(C#N)c1nc2ccccc2nc1N1CCCC1 (stereo unspecified) | -2.29
CN1CCN(Cc2nc3c([nH]2)c(=O)[nH]c(=O)n3C)CC1 | 0.698
Cc1cccc(Nc2nc(-c3c(C)nc4ccccn34)cs2)c1 | 0.0751
COc1ccc(Cl)cc1C(=O)NCC(c1ccco1)N1CCCC1 (stereo unspecified) | 0.666
C=CCn1cc(C(=O)NCCCOC)c(=O)c2cc(S(=O)(=O)N(CC)CC)ccc21 | 0.971
C=CCn1c(=S)[nH]c2ccc(Br)cc2c1=O | 0.757
COC(=O)c1ccc(NC(=O)c2cn(-c3ccccc3)nc2-c2ccncc2)cc1 | 0.344
NC(=O)NC(=O)COC(=O)c1ccccc1Oc1ccccc1 | 0.657
CC(C)Oc1ccc(NC(=O)CCC(=O)O)cc1 | 2.1
O=C(NC1CC1)C1=C[C@@H](c2ccc(Br)cc2)C[C@@H](OCCCCO)O1 | 1.21
O=C(NCc1ccco1)c1cccc(NC(=O)c2ccccc2)c1 | 0.688
CC(=O)Nc1c(C(=O)c2ccccc2)oc2ccccc12 | -1.03
NC1=NC(=O)/C(=C\c2cccs2)S1 | 0.927
Clc1cc(Br)ccc1OCCOCCN1CCOCC1 | 0.665
CCOc1ccc(NC(=O)NCCCN2CCCC2)cc1 | -0.0336
COc1ccccc1N1CCN(C(=O)c2cc3sccc3n2C)CC1 | -0.0921
COc1ccc2c(c1)SCCC2=O | 0.148
CC(C)OCCCNC(=O)c1c(N)n(/N=C/c2ccccn2)c2nc3ccccc3nc12 | -1.51
CCCCCn1c(CNC(=O)c2cccs2)nc2ccccc21 | -1.89
CCC(C)(C)NC(=O)c1ccc2c(c1)S(=O)(=O)c1ccccc1C2=O | 0.383
CCOC(=O)c1ccc(N/C=C/C(=O)c2ccc(OC)cc2)cc1 | 0.211
CNC(=O)c1[nH]cnc1C(=O)N[C@@H](CCCCNC(=O)OC(C)(C)C)C(=O)OC(C)(C)C | -0.0209
CCN(CC)c1cc2nonc2c2nonc12 | -1
CC(=C1C(=O)c2ccccc2C1=O)N1CCN(Cc2ccccc2)CC1 | 0.641
Cc1nc(NNC(=O)c2ccc(Cl)cc2Cl)cc(-c2ccccc2)n1 | 0.112
Cc1ccc(C(C)NC(=O)C2CCCO2)cc1C (stereo unspecified) | -5.39*
CCS(=O)(=O)NCCc1csc(C)n1 | 0.712
Cc1cc(NC(=O)COC(=O)c2c(C)nn(-c3ccccc3)c2C)no1 | 1.22

Some of these compounds in order of their number in Cav3 T inh, falling.
SMILES | Cav3 T inh
CCS(=O)(=O)NCCc1csc(C)n1 | 0.712
CCOC(=O)c1ccc(N/C=C/C(=O)c2ccc(OC)cc2)cc1 | 0.211
COc1ccc2c(c1)SCCC2=O | 0.148
CCN(CC)c1cc2nonc2c2nonc12 | -1

Returning to the listing, repeating the 6 entries before the break.
SMILES | Cav3 T inh
CCN(CC)c1cc2nonc2c2nonc12 | -1
CC(=C1C(=O)c2ccccc2C1=O)N1CCN(Cc2ccccc2)CC1 | 0.641
Cc1nc(NNC(=O)c2ccc(Cl)cc2Cl)cc(-c2ccccc2)n1 | 0.112
Cc1ccc(C(C)NC(=O)C2CCCO2)cc1C (stereo unspecified) | -5.39*
CCS(=O)(=O)NCCc1csc(C)n1 | 0.712
Cc1cc(NC(=O)COC(=O)c2c(C)nn(-c3ccccc3)c2C)no1 | 1.22
O=C(N/N=C1/CCCc2ccccc21)C(c1ccccc1)c1ccccc1 | -0.674
CCC(C)NC(=O)Nc1ccccc1C (stereo unspecified) | 0.705
O=c1cc2[nH]c3ccccc3c(=O)n2nc1-c1ccccc1 | 0.852
COc1ccc(C(=O)NCC(=O)NC2=NCCS2)cc1 | 0.011
COc1cccc(-c2nnc3n2N=C(c2cccc(Br)c2)CS3)c1 | -0.142
COc1ccc(Cl)cc1S(=O)(=O)N1CCN(CC(=O)C(C)(C)C)CC1 | 0.383
CSc1nc(N)c2c3c(sc2n1)COC(C(C)C)C3 (stereo unspecified) | -1.2
CCOC(=O)c1ccc2ncc(C(=O)OCC)c(NCCCN3CCOCC3)c2c1 | -0.32
CCCN1CCN(CCCNC(=O)Cn2nc(-c3ccccc3)ccc2=O)CC1 | 0.674
Cc1ccc(Cn2nnc3c(=O)n(CC(=O)NCC4CCCO4)cnc32)cc1 (stereo unspecified) | -0.109
COc1ccc(-c2cc(C(F)(F)F)nc(-n3cc(Cl)cn3)n2)cc1 | -0.0205
CCOC(=O)c1ccccc1NC(=O)C(C)Oc1ccccc1 (stereo unspecified) | -2.03
CC(C)c1c(O)nc(SCc2ccccc2)[nH]c1=O | 0.0128
COc1ccc(S(=O)(=O)N2Cc3ccccc3CC2C(=O)Nc2ccc3c(c2)OCO3)cc1 (stereo unspecified) | -4.36
Cc1cc(C)cc(N(CC(=O)NC2CCC(C)CC2)S(=O)(=O)c2c(C)noc2C)c1 (stereo unspecified) | 0.853

By substructure, those above with fluorine (three)
SMILES | Cav3 T inh
FC(F)(F)c1nnc2ccc(-n3ccnc3)nn12 | -0.304
O=C(NCCN1CCOCC1)C1(C(F)(F)F)C/C(=C\Cc2ccccc2)CCCO1 (stereo unspecified) | 1.25
COc1ccc(-c2cc(C(F)(F)F)nc(-n3cc(Cl)cn3)n2)cc1 | -0.0205

(cont.)
SMILES | Cav3 T inh
O=C(Nc1ccccc1)c1ccc(F)cc1F | 0.602
CC(C)c1noc2ncc(C(=O)c3cc(Cl)cc(Cl)c3O)cc12 | -6.53*
O=C(Nc1ccncc1)c1cccs1 | 0.686
CCCC1=[N+](CC)CCn2c(C)ccc21 | -0.0669
COc1ccc(NS(=O)(=O)c2ccc3c(c2)n(C)c(=O)n3C)cc1 | -3.77*
Cc1ccc(C(=O)NN2CCOCC2)cc1 | 0.275
O=C(O)C(Oc1ccc2c3c(c(=O)oc2c1)CCC3)c1ccccc1 (stereo unspecified) | -0.0857
O=c1cc(N2CCCC2)[nH]c(=O)n1-c1ccc(Cl)cc1 | -0.173
C=CCN=C(NC#N)SCC(=O)NC(C)(C)C | -0.0077
Cc1ccc2nc(-c3ccccc3Cl)cc(C(=O)Nc3cc(C)on3)c2c1 | -1.95
CCOC(=O)C1=C(CSc2nc(-c3ccccc3)ccc2C#N)OC(N)=C(C#N)C1c1ccc(OC)cc1 (stereo unspecified) | -2.97
O=C(/C=C\NCC(=O)c1ccccc1)c1ccccc1 | 0.368
OC(CCN1CCCCC1)(c1ccccc1)C1CCCCC1 (stereo unspecified) | 0.106
CCN1CCN(Cc2ccc(OC)c(OCc3ccccc3)c2)CC1 | -2.67
COc1ccc(NC(=O)N2CCC(O)(c3cccnc3)CC2)c(OC)c1 | -0.377
O=S(=O)(c1ccc(Cl)cc1)n1ccc2cccnc21 | 0.302
Cc1ccc(C(=O)N2CCN(C)CC2)cc1S(=O)(=O)N1CCCCC1 | 1.66
O=C(O)CCC(=O)N(Cc1cccs1)Cc1cccs1 | 0.0361
CCOC(=O)c1[nH]c2ccccc2c1NC(C)=O | -0.00105
O=C(CSC1=NCCS1)N1CCN(c2ccccc2)CC1 | -0.556
COC(=O)c1ccc(NC(=S)NC(=O)c2cc(-c3ccccc3)nc3ccccc23)cc1 | -1.6
Cc1ccc2nc(C)c(C)nc2c1N | 0.332
CSc1oc(-c2ccc(F)cc2)nc1S(=O)(=O)c1ccccc1 | -0.266
COc1ccccc1N1CCN(C(=O)c2cc(-c3cccs3)on2)CC1 | -1.5
O=Cc1cc2ccccc2nc1SCc1ccc(Cl)c(Cl)c1 | -1.51
COc1ccc(CN2CC(C(=O)NCCCN3CCCCCC3)CC2=O)cc1 (stereo unspecified) | -0.168
CCn1c(N)c(C(N)=O)sc1=S | -0.504
Cn1c(SCC(=O)CC(=O)Nc2ccccc2)nnc1-c1ccc(O)cc1 | -2.21
O=C(Nc1ccc(Cl)cc1)N1CCCN(Cc2ccccc2F)C1 | -0.779
CCOC(=O)Cn1c(=O)cnc2ccccc21 | 0.756

Already shown: 2 of the compounds above.
SMILES | Cav3 T inh
O=S(=O)(c1ccc(Cl)cc1)n1ccc2cccnc21 | 0.302
Cc1ccc(C(=O)N2CCN(C)CC2)cc1S(=O)(=O)N1CCCCC1 | 1.66

Next records follow.
SMILES | Cav3 T inh
CCN(CC)S(=O)(=O)c1ccc(C(=O)NCCCN=C2NS(=O)(=O)c3ccccc32)cc1 | -0.667
Cc1cc2cc(CNC(=S)Nc3ccc(OC(F)F)cc3)ccc2[nH]1 | -3.01
COc1ccc(NC(=O)O/N=C2/CCCc3ccc(OC)cc32)cc1 | -4.12
COc1ccc2c(c1)-c1c(ssc1=S)C(C)(C)N2C(=O)CSC1=NCCS1 | -1.15
COC(=O)C1=C(C(=O)c2ccccc2)C(c2cccs2)n2nnnc2N1 (stereo unspecified) | 0.729
O=C(Nc1ccc2c(c1)OCCO2)c1ccc(Cl)c(S(=O)(=O)N2CCOCC2)c1 | -0.024
Cc1nnc(NCCO)c2ccccc12 | 0.396
O=S(=O)(c1cccc(-c2csc(-c3cccnc3)n2)c1)N1CCCCC1 | -1.19
CS(=O)(=O)N(Cc1ccc(C(=O)Nc2ccccc2Sc2ccccc2)cc1)c1ccccc1 | -0.369
COc1ccc(OC)c(C2C(C(C)=O)=C(O)C(=O)N2c2ccc(F)cc2)c1 (stereo unspecified) | 0.999
CCn1nnc(-c2ccccc2NC(=O)c2cc(OC)c(OC)c(OC)c2)n1 | 1.3
CCOc1ccc2cc(S(=O)(=O)N3CCOCC3)ccc2c1 | -1.14
O=C(COC(=O)c1cnccn1)c1ccc(Br)cc1 | -0.576
C[C@@H]1C(=O)O[C@@H]2CC34[C@H]5C[C@@H](C(C)(C)C)C36[C@H](OC(=O)[C@@H]6O)OC4(C(=O)O5)[C@@]12O (stereo partly specified) | 0.215
Cc1ccc(C(=O)NCCCN2CCOCC2)o1 | 0.689
CCOC(=O)C1C2C=CC3(CN(Cc4ccco4)C(=O)C13)O2 (stereo unspecified) | 0.431
CC(=O)c1c(C)[nH]c(C(=O)Nc2c(C)n(C)n(-c3ccccc3)c2=O)c1C | 0.119
COc1cc2c(cc1OC)-c1nncn1C(C)(C)C2 | 0.495
CCC(=O)c1ccc(O)c(OC)c1 | 0.00471
COc1ccccc1NC(=S)N1CCC(NC(=O)NC23CC4CC(CC(C4)C2)C3)CC1 | -0.794
O=C(Nc1cccc(F)c1)c1ccc(S(=O)(=O)N2CCOCC2)cc1 | -1.04
C/C(CCC12CC3CC(CC(C3)C1)C2)=N\NC(N)=S | -1.49
Cc1ccc(C(=O)N/C(=C\c2cccs2)C(=O)NCCc2c[nH]c3ccccc23)cc1C | -3.92
CCCCCCSc1cc(C)nc2ncnn12 | -0.252
COC(=O)C(O)(CC(=O)Nc1ccccc1OC)C(F)(F)F (stereo unspecified) | -0.897
N#CC1=C(N)N2C(=C(C#N)C1c1ccccc1)Sc1ccccc12 (stereo unspecified) | -0.737
O=C(N/C(=C\c1ccc(Br)cc1)c1nc2ccccc2[nH]1)c1ccco1 | 0.405
O=C(C(Cc1ccccc1)n1cccc1)N1CCc2ccccc21 (stereo unspecified) | -6.22*
COc1ccc(NC(=O)CSc2ncn[nH]2)c([N+](=O)[O-])c1 | 0.281
CC(=O)Nc1cc(NC(C)=O)cc(C(=O)NC(C)(C)C)c1 | 0.962
CCN1CCN(C(=O)CN(C)S(=O)(=O)c2ccc(Cl)cc2)CC1 | 0.0095
Cc1ccc(CNc2ccc3c(c2)OCO3)cc1 | -0.452
Cc1ccc(Cn2ccc(-c3cnc(-c4ccccc4)s3)n2)cc1 | -0.431
O=C(CSc1ncc(-c2ccccc2)n1CC1CCCO1)N1CCCCC1 (stereo unspecified) | -0.168
COc1cc(Cl)c(S(=O)(=O)N2CCOCC2)cc1Cl | -0.157
COc1ccc(C2=Nn3c(nnc3-c3ccc(OC)cc3)SC2)cc1 | -7.23*
C=CCn1c2ccccc2c2nnc(SC(CC)C(=O)Nc3sc4c(c3C#N)CCCC4)nc21 (stereo unspecified) | -2.82
CC1CN(c2nn3c(=O)c4ccccc4nc3c3ccccc23)CC(C)O1 (stereo unspecified) | 2.13
N#Cc1c2n(cnc1=O)CCCCC2 | -0.0203
O=S(=O)(/C=C/c1ccccc1)Nc1ccc(N2CCOCC2)cc1 | -1.01
Cc1nnc(SCCC(=O)Nc2ccc(F)cc2)s1 | 1.44
COc1ccc(Cn2ccc(=O)c(Cc3c(Cl)cccc3Cl)c2C)cc1 | -0.966
CC(=O)N1c2ccccc2NC2=C(C(=O)CCC2)C1c1ccc(F)cc1 (stereo unspecified) | 0.368
CC1=C(C(=O)Nc2ccccc2)C(c2cccnc2)n2nc(-c3cccnc3)nc2N1 (stereo unspecified) | 0.506

This is a subset; rates above refer to the full screens.
